POLI inh: blocks human DNA polymerase iota activity; Q9UNA4; Pol iota fluorescent replication assay, 10 min; Potency, µM (series often up to 115 µM), for inactives: at the highest dose activity, negative = inhibition, usual class: inhibitors; 1% of 390,000 active; note: potency is the fitted concentration of half-maximal effect
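Fluorescent replication assay read twice, at 0 min and 10 min after adding 50 nM (final) substrate. Enzyme (10 nM) and compounds were first incubated 15 min at room temperature; enzyme-free buffer wells were negative controls.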
Pol beta inh: blocks human DNA polymerase beta activity; Potency, µM (top dose mostly 114 µM), for inactives: at the top dose activity change, negative = inhibition, actives largely listed as inhibitors; Pol beta primer extension/strand displacement, fluorescence kinetic; 1.3% of 340,000 active; P06746; note: potency is the fitted concentration of half-maximal effect; % is set by controls: 0 for no effect and ±100 for the full control effect
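10 nM enzyme + cpd, 15 min RT; start with substrate 50 nM final; read 0 min and after 10 min RT. Corrected, normalized data; 4-parameter Hill curve fit.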
POLH inh: inhibitors of human DNA polymerase eta; Q9Y253; recombinant Pol eta, fluorescent DNA replication assay; Potency, µM (doses to about 114 µM), for the others: at the highest dose activity change, negative = inhibition, hits mostly inhibitors; 1.2% of 390,000 active; AID 588591; note: potency is the fitted concentration of half-maximal effect; % is set by controls: 0 for no effect and ±100 for the full control effect
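Pol eta at 10 nM preincubated with compounds 15 min at room temperature; reaction started with fluorescent substrate (50 nM final) and read kinetically at 0 and 10 min.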
POLK inh: blocks human DNA polymerase kappa activity. purified Pol kappa, fluorescent DNA synthesis assay, 10 min. AID 588579. 0.53% of 400,000 active. Potency, µM (top dose mostly 107 µM), for inactives: top-dose activity, negative = inhibition, usual class: inhibitors. Q9UBT6; note: potency is the fitted concentration of half-maximal effect; % is set by controls: 0 for no effect and ±100 for the full control effect
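10 nM Pol kappa preincubated 15 min at room temperature with compounds, then reaction started with substrate at 50 nM final. Fluorescence read kinetically at 0 and 10 min; buffer-only wells served as negative control.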
APEX1 inh: blocks human APE1 abasic DNA cleavage. Potency, µM (doses to about 65.8 µM), for inactives: top-dose activity change, negative = inhibition, most hits filed as inhibitors. recombinant APE1, TAMRA/BHQ-2 abasic DNA cleavage fluorescence. 0.35% of 350,000 active;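 note: potency is the fitted concentration of half-maximal effect; plate controls were vehicle for no effect and reference inhibitor for full effect; nearly all actives have a fitted effect of over 55% in size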
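Step 1: APE1 (0.75 nM) with compound, 15 min RT. Step 2: add 50 nM fluorophore/quencher THF duplex. Step 3: three fluorescence reads 60 s apart (525/598 nm); read 3 minus read 1 = reaction progress.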
BLM inh: blocks DNA unwinding by human BLM helicase. P54132. recombinant BLM DNA unwinding, fluorescence dequenching. Potency, µM (doses to about 56.1 µM), for inactives: top-dose activity change, negative = inhibition, usual class: inhibitors. 0.2% of 350,000 active. AID 2528;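 note: potency is the fitted concentration of half-maximal effect; plate controls were vehicle for no effect and no enzyme for full effect; nearly all actives have a fitted effect of over 35% in size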
Target sequence (P54132 whole entry, looked up): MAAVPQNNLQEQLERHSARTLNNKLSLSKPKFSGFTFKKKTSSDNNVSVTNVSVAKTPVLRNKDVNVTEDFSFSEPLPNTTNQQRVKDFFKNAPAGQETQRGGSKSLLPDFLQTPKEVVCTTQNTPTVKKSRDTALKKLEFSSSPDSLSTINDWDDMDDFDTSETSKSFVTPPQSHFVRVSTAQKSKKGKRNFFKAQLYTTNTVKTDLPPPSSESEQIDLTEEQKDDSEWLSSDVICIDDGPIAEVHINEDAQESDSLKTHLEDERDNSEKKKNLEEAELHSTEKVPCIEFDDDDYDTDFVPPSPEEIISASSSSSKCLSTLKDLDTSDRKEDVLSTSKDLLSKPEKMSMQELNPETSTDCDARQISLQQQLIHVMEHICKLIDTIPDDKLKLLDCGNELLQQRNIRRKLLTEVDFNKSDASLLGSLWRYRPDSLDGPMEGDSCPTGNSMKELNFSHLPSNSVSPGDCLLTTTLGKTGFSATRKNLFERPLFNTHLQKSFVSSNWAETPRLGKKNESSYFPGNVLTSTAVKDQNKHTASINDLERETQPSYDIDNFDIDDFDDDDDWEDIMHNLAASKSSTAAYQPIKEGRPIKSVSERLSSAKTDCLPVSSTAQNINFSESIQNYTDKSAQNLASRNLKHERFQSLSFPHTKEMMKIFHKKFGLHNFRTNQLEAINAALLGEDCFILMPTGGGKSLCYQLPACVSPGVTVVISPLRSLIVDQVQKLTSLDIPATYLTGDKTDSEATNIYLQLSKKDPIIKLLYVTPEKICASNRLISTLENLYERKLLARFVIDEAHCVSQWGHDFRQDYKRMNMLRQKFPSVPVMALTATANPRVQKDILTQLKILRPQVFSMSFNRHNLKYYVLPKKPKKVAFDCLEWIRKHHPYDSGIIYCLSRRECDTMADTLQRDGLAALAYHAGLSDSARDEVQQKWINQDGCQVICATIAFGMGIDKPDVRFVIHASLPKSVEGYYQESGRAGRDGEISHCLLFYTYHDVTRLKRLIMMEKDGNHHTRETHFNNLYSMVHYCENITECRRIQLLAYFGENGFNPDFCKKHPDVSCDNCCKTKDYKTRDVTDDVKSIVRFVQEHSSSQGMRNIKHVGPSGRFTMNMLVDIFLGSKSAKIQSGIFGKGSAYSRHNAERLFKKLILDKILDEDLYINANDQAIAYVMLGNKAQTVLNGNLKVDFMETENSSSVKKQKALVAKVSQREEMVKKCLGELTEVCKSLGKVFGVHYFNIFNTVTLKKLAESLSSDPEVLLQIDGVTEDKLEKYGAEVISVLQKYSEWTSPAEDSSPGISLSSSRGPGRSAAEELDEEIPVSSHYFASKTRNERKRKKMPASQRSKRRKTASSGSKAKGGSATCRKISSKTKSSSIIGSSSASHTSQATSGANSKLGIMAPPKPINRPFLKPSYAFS
Apoferritin bind: candidate novel general anesthetic via apoferritin binding; AID 485281; 0.074% of 350,000 active; Potency, µM (highest dose often 77.5 µM), for inactives: at the highest dose activity change, negative = displacement, hits mostly inhibitors; apoferritin/1-aminoanthracene competitive binding, fluorescence; note: potency is the fitted concentration of half-maximal effect; % is set by controls: 0 for no effect and ±100 for the full control effect; nearly all actives have a fitted effect of over 20% in size
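Read-out: endpoint 1-AMA fluorescence, excitation 380 nm and emission 535 nm, after compounds sit 10 min at room temperature with 10 uM horse-spleen apoferritin in 50% saturated 1-AMA/PBS. Values come from four-parameter Hill fits.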
LDHA inh: inhibitors of human lactate dehydrogenase A; AID 1347041; purified LDHA, NADH/diaphorase-resazurin fluorescence; active compounds read low; 0.15% of 480,000 active; activity change, % (values are at about 110 or 230 µM); in the data active = activity change below about -30%; inconclusive = mostly about -25% to -30%;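 note: plate controls were DMSO wells for no effect and wells without enzyme for full effect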
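Enzyme activity of human lactate dehydrogenase 5 (2 nM; 0.06 mM NADH, 0.2 mM pyruvate, 5 min, RT) is measured via a resazurin/diaphorase fluorescence readout of residual NADH.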
Glioma ERSR ind: ER stress response induction in glioma. Potency, µM, for the others: at the highest dose activation, most hits filed as activators. U87-MG GRP78 promoter luciferase reporter, 16 h. 0.02% of 420,000 active; note: potency is the fitted concentration of half-maximal effect; series mostly up to about 76 µM; % of control where 0% means no effect; nearly all actives have a fitted effect of over 35% in size
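Stably transfected U87-MG human glioma cells carrying a GRP78-based luminescent sensor were seeded at 1000 cells/well, pin-dosed with compounds and incubated 16 h. Luciferase reagent was then added, and end-point luminescence was read after 10 min at room temperature.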
* hit, by the source's call; ? = inconclusive; . = no result given; & = joins results of further samples; [ ] = dose if it differs, or a comment. Unless noted, calls come from the whole dose curve; as a rule, active = well fitted curve in the direction sought with a large enough effect; inconclusive = small, poorly fitted or top-dose-only effect, or another doubt; inactive = no such curve, though single readings can be large; an effect the other way counts as inactive or inconclusive. These rows are one share of the data; count on the stated rates, not on these rows.

entry | SMILES | POLI inh | Pol beta inh | POLH inh | POLK inh | APEX1 inh | BLM inh | Apoferritin bind | LDHA inh | Glioma ERSR ind
1 | CCOC(=O)C1(CCc2ccccc2)CCN(Cc2cccc3nccnc23)CC1 | -2% | 31% | -15% | -14% | 2% | -6% | -19% | 1 | -3%
2 | Cc1cc(C)cc(NS(=O)(=O)c2ccc3[nH]cc(C(=O)N4CCCC4)c(=O)c3c2)c1 | 38%[activator] | 1% | -6% | -32% | . | -2% | 6% | -6 | 0%
3 | O=C(NCC(c1cccnc1)N1CCc2ccccc2C1)C(=O)Nc1cccc(Cl)c1 (stereo not given) | 8% | 0% | -16% | -5% | . | 2% | -5% | -4 | -2%
4 | Cc1ccc(C)c(C(=O)CN2C(=O)C(=O)N(C3CCCC3)C2=O)c1 | 4% | . | -6% | -7% | 42%[activator] | . | . | -3 | -3%
5 | Cc1[nH]c2ccccc2c1C(c1ccccn1)N1CCC(C)CC1 (stereo not given) | -2% | 13% | -16% | 1% | 17% | -1% | -6% | -2 | -1%
6 | CN(c1ccc(OCC(=O)Nc2ccc3[nH]c(=O)[nH]c3c2)cc1)S(=O)(=O)c1ccc(Cl)cc1 | 42%[activator] | 4% | -6% | ? | 6% | -15% | -14% | -7 | -8%
7 | CCc1ccc(N2CC(C(=O)Nc3ccc4c(c3)OCO4)CC2=O)cc1 (stereo not given) | -2% | . | -16% | -9% | 32% | . | . | -3 | -3%
8 | Cc1cc(C)cc(NC(=O)c2ccc(Cn3nc(C)c(Cl)c3C)o2)c1 | 6% | -20% | -15% | -5% | -5% | -7% | 0% | 2 | -6%
9 | O=C(NCCNC(=O)c1ccc(Cl)cc1Cl)c1ccccn1 | 14% | 58% | -16% | 7% | -11% | -3% | -5% | -5 | -1%
10 | CCS(=O)(=O)c1c(Nc2cc(C)ccc2C)sc(C(=O)c2ccccc2)c1N | -13% | 6% | -10% | -13% | . | -9% | 138%[activator] | -4 | ?
11 | CSc1nsc(/C=C/Nc2ccc(F)cc2)c1C#N | ? | -1% | 0% | -28% | -5% | -12% | -6% | 13 | -4%
12 | COc1cc(CNC[C@H]2O[C@@H](n3cnc(C(N)=O)n3)[C@H](O)[C@@H]2O)ccc1OCc1cccc(Cl)c1 | -23% | . | -10% | 12% | . | . | . | -2 | 0%

Whole records as entered above.
Cc1cc(C)cc(NC(=O)c2ccc(Cn3nc(C)c(Cl)c3C)o2)c1 as listed: POLI inh: 6%; Pol beta inh: -20%; POLH inh: -15%; POLK inh: -5%; APEX1 inh: -5%; BLM inh: -7%; Apoferritin bind: 0%; LDHA inh: 2; Glioma ERSR ind: -6%
Cc1cc(C)cc(NS(=O)(=O)c2ccc3[nH]cc(C(=O)N4CCCC4)c(=O)c3c2)c1 as listed: POLI inh: 38%[activator]; Pol beta inh: 1%; POLH inh: -6%; POLK inh: -32%; APEX1 inh: .; BLM inh: -2%; Apoferritin bind: 6%; LDHA inh: -6; Glioma ERSR ind: 0%

The listing picks up, starting four compounds before the break.
entry | SMILES | POLI inh | Pol beta inh | POLH inh | POLK inh | APEX1 inh | BLM inh | Apoferritin bind | LDHA inh | Glioma ERSR ind
9 | O=C(NCCNC(=O)c1ccc(Cl)cc1Cl)c1ccccn1 | 14% | 58% | -16% | 7% | -11% | -3% | -5% | -5 | -1%
10 | CCS(=O)(=O)c1c(Nc2cc(C)ccc2C)sc(C(=O)c2ccccc2)c1N | -13% | 6% | -10% | -13% | . | -9% | 138%[activator] | -4 | ?
11 | CSc1nsc(/C=C/Nc2ccc(F)cc2)c1C#N | ? | -1% | 0% | -28% | -5% | -12% | -6% | 13 | -4%
12 | COc1cc(CNC[C@H]2O[C@@H](n3cnc(C(N)=O)n3)[C@H](O)[C@@H]2O)ccc1OCc1cccc(Cl)c1 | -23% | . | -10% | 12% | . | . | . | -2 | 0%
13 | CC(=O)NS(=O)(=O)c1ccc(NC(=O)c2ccc(Cl)cc2[N+](=O)[O-])cc1 | 62%[activator] | -18% | -17% | -13% | -2% | -5% | -7% | -5 | -7%
14 | Cc1ccc(OCCC(=O)Nc2ccc(C)c(F)c2)cc1 | 1% | 1% | -8% | 3% | 3% | -1% | -13% | 0 | -4%
15 | CCCN(Cc1cc(=O)[nH]c2ccccc12)C(=O)CC | 27% | 6% | -1% | 22% | 2% | -1% | 4% | 1&0 | -4%
16 | Cc1cc(OCc2nn[nH]n2)c2c(C)c(Cc3ccccc3)c(=O)oc2c1 | 4% | 24% | -9% | -3% | -5% | 0% | -8% | -1 | -2%
17 | O=c1[nH]nc(SCc2ccccc2)n1C1CC2C=CC1C2 (stereo not given) | 9% | -14% | -17% | 3% | 1% | -8% | -7% | -2 | -1%
18 | CCOC(=O)c1ccc(NC(=O)CCS(=O)(=O)Cc2ccccc2)cc1 | -4% | 0% | -9% | -24% | 37% | -4% | -4% | -3 | -3%
19 | COc1ccc(CNC(=O)CSc2nc(C)cs2)cc1 | 114%[activator] | 1% | -17% | 3% | 0% | -1% | -11% | -5 | 2%
20 | CCN(CC)Cc1cc(CC(C(N)=O)C(N)=O)ccc1OC | 4% | 9% | -5% | -3% | -4% | 0% | -6% | 0 | -1%
21 | COc1ccc(C(=O)COC(=O)CN2C(=O)c3ccccc3C2=O)c(OC)c1 | 22% | -24% | -8% | -15% | -15% | -3% | -4% | -5 | -5%
22 | COc1cc(NC(=O)CC(c2ccc(C)cc2)N2Cc3ccccc3C2=O)cc(OC)c1 (stereo not given) | 9% | ? | -23% | -10% | . | -9% | -2% | 6 | -3%
23 | Cc1nc2ccccc2cc1C(=O)NCc1ccco1 | -3% | 4% | -3% | -23% | 23% | -5% | -15% | -5 | 5%
24 | CCCOc1ccc(C(F)(F)F)cc1NC(=O)CN1C(=O)C(=O)N(CC)C1=O | 16% | . | -13% | -12% | 9% | . | . | -3 | -4%
25 | CS(=O)(=O)N1CCN(Cc2cc(=O)n3ccsc3n2)CC1 | ? | -1% | -13% | -3% | 1% | -6% | -3% | 2 | -4%
26 | CCCCCCCC1=Cc2ccccc2C(CC(C)=O)N1C(=O)OC (stereo not given) | . | . | . | . | 1%&6%[12.4 µM] | -3%&-1%[12.4 µM] | 1%[15.3 µM] | . | -5%
27 | Cc1nc2cc(NC(=O)c3ccc(Br)s3)ccc2s1 | ? | -10% | -1% | -2% | -21% | -7% | -3% | -4 | -2%
28 | O=C(Cc1coc2ccc3ccccc3c12)N1CCCC1 | 22% | -25% | -14% | -2% | 2% | 0% | -13% | 1 | 1%
29 | CC(C)OCCCNC(=O)c1cc(-c2cccs2)nc2ccccc12 | -10% | 11% | -5% | -2% | 2% | -3% | 73%[activator] | -7 | -3%
30 | CCCCCCNC(=O)CCc1c(C)nc2nc(-c3cc(OC)cc(OC)c3)nn2c1C | -3% | 23% | -13% | -4% | . | 0% | -16% | -3 | -4%
31 | O=C(Nc1ccc2oc(=O)ccc2c1)c1ccccc1[N+](=O)[O-] | 48%[activator] | -2% | -21% | -18% | -4% | -1% | -4% | -10 | -3%
32 | O=C(O)c1cccc2c1-c1ccccc1/C2=N\Nc1ccccc1 | 29% | -25% | ? | -39% | 41%[activator] | 0% | -2% | -9 | 5%
33 | CCOc1ccc(NC(=O)c2cccnc2SC)cc1 | 92%[activator] | 1% | 5% | -14% | -5% | -2% | 2% | -5 | 5%
34 | O=C(COC(=O)CNC(=O)c1sc2ccccc2c1Cl)Nc1c(Cl)cc(Cl)cc1Cl | 91%[activator] | ? | -10% | 1% | -7% | 2% | -4% | -1 | -5%
35 | CN(CCOc1cccc(C(F)(F)F)c1)Cc1ccccc1 | 89%[activator] | 19% | -14% | -5% | -1% | -5% | -18% | -20 | -6%
36 | Cc1ccc(SCCNC(=O)c2ccccc2F)cc1 | -9% | -8% | -8% | -11% | 9% | 3% | -5% | -13 | -1%
37 | COC(=O)c1cc(S(=O)(=O)N2CCN(c3cc(C)ccc3C)CC2)c[nH]1 | -8% | 8% | -17% | 8% | 23% | -16% | ? | 1 | -3%
38 | CC(C)OCCCn1c(=S)[nH]c2ncccc2c1=O | 61%[activator] | 14% | -1% | -2% | -7% | -1% | -6% | -8 | -1%
39 | O=C(CCCc1nc(-c2ccccc2)no1)Nc1cc(C(F)(F)F)cc(C(F)(F)F)c1 | -12% | -6% | -18% | -7% | . | -15% | 9% | -2 | -2%
40 | N#C/C(=C\c1ccc(Oc2ccc(C(F)(F)F)cc2[N+](=O)[O-])cc1)c1nc2ccccc2[nH]1 | 12% | 1% | -14% | -2% | -4% | -12% | -18% | -5 | -1%
41 | CC(=O)Nc1ccc(S(=O)(=O)N2CCCC2C(=O)Nc2ccc3c(c2)OCCO3)cc1 (stereo not given) | 107%[activator] | -24% | -12% | 2% | 3% | -3% | -3% | -9 | 0%
42 | CCOC(=O)N1CCN(C(=O)/C(=C/c2ccc(OC)cc2)NC(=O)c2ccccc2)CC1 | 26% | 3% | -2% | -7% | -1% | -1% | -14% | -6 | -5%
43 | C/C=C(\C)CN1CCN(c2cc(C)ccc2C)CC1 | 35%[activator] | 2% | -10% | 8% | -3% | 1% | -5% | -16 | 0%
44 | NC(=O)C1CCN(C(=O)c2cnn(-c3ccccc3)c2NC(=O)c2cccc(F)c2)CC1 | -2% | -1% | -6% | -9% | 6% | -2% | -10% | -5 | -1%
45 | O=C(Cc1ccccc1Cl)NC1(O)C(=O)c2ccccc2C1=O | 5µM* | 4% | ? | -4% | ? | -10% | -5% | 3 | 4%
46 | COc1cccc(C=O)c1OC(=O)N1CCOCC1 | 21% | 4% | -11% | 11% | 54%[activator] | -3% | 1% | 1 | 0%
47 | Nn1c(SC/C=C/c2ccccc2)nnc1-c1ccccn1 | 21% | 23% | -22% | -13% | 12% | 1% | -20% | 12 | -3%
48 | C/C(=N\NC(=O)c1ccccc1[N+](=O)[O-])c1ccc(Br)s1 | 80%[activator] | 8% | -11% | -5% | 2% | -4% | -22% | -8 | -3%
